# LMP1 NFkB inh = reduces LMP1-driven NF-kappaB luciferase signal; inhibition, % at 12.5 µM; 350,000 compounds, 0.69% hits; LMP1-induced NF-kappaB luciferase reporter cells, luminescence; AID 504558; in the data active = inhibition above about 41%;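 note: 0% = neutral control wells and 100% = reference inhibitor control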
# MC4R ag barr = activates human MC4R beta-arrestin recruitment; P32245; U2OS MC4R beta-arrestin complementation, luminescence; percent of melanotan II response, DMSO zero; activation, % at 8.9 µM; 360,000 compounds, 0.98% hits;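 active = activation above a per-plate cutoff, the mean activation of sample wells on that plate plus 3 SD, cut at about 8% in these data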
# Target sequence (P32245 whole entry, looked up): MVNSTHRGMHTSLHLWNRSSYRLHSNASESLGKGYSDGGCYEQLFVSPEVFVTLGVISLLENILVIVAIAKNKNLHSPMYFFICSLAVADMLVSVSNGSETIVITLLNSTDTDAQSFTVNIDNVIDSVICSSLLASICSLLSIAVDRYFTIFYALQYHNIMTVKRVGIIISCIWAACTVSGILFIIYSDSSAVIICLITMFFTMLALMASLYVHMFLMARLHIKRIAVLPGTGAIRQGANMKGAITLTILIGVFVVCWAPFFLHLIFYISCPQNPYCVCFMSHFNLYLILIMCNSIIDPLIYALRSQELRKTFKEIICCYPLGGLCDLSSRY
# SRC1 inh = inhibitors of human steroid receptor coactivator 1 (SRC1); inhibition, % at 3.6 µM; 360,000 compounds, 0.12% hits; HEK293 GAL4-SRC1 luciferase reporter, luminescence; Q15788; AID 588354;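 active = inhibition above the campaign mean plus 3 SD, with each screening campaign given its own cutoff, cut at about 60% in these data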;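 note: 0% = DMSO treated cells and 100% = gossypol at 36 µM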
# NOD2 RIPK2 PPI = blocks binding of human NOD2 to RIPK2. O43353. CHO BLA complementation NOD2-RIPK2, CCF4 ratio. inhibition, % at 4.98 µM. 360,000 compounds, 0.38% hits. AID 624267; in the data active = inhibition above about 21%;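 note: 0% = vehicle only and 100% = reference blocker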
# SRC2 inh = human SRC2 (NCOA2) inhibition; 370,000 compounds, 0.17% hits; HEK293 GAL4-SRC2 luciferase reporter, luminescence; inhibition, % at 9 µM; Q15596;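 active = inhibition above the mean inhibition of all tested compounds plus 3 SD, set per campaign, cut at about 52% in these data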;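 note: 0% = DMSO treated cells and 100% = cells given Gossypol at 36 µM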
# NR5A2 inv ag = suppresses constitutive activity of human LRH-1 | O00482 | HEK293T StAR-luciferase reporter, LRH-1 transfected, 24 h | inhibition, % at 3.6 µM | 360,000 compounds, 0.13% hits;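 active = inhibition above the mean inhibition of all tested compounds plus 3 SD, cut at about 73% in these data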;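 note: 0% = DMSO wells and 100% = reporter-only cells lacking LRH-1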
# NR2F2 inh = blocks human COUP-TFII nuclear receptor. P24468. HEK293T NGFI-A luciferase reporter, luminescence. inhibition, % at 8.6 µM. 370,000 compounds, 0.7% hits;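 active = inhibition above a per-plate cutoff, mean inhibition of test wells between control levels plus 3 SD, cut at about 38% in these data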;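 note: cells cotransfected with COUP-TFII expression vector driving the NGFI-A reporter; 0% = median of COUP-TF2 test wells and 100% = reporter-only cells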
# Target sequence (P24468 whole entry, looked up): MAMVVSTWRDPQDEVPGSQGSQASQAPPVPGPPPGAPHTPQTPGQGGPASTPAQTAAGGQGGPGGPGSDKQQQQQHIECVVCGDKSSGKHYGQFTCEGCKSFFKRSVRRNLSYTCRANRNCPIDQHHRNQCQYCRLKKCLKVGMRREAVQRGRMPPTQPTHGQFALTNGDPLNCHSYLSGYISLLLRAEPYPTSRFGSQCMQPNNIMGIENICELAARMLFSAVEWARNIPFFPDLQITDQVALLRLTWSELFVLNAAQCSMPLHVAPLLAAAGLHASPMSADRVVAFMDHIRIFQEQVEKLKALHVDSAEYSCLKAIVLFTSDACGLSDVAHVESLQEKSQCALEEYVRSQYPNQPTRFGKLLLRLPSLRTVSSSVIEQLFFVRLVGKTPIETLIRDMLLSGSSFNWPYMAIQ
# SRC3 inh = inhibits human SRC3 coactivator; AID 588352; inhibition, % at 3.6 µM; 360,000 compounds, 0.17% hits; HEK293 GAL4-SRC3 luciferase reporter, luminescence;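 active = inhibition above a per-campaign cutoff, the mean of all compounds plus 3 SD, cut at about 60% in these data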;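 note: 0% = DMSO-treated cells and 100% = gossypol-treated cells at 36 µM; higher means less SRC3-driven luciferase light from the GAL4 reporter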
# TLR9-MyD88 inh = blocks human TLR9 binding to MyD88. inhibition, % at 4.98 µM. 340,000 compounds, 0.21% hits. CHO BLA complementation TLR9-MyD88, CCF4 FRET ratio. Q9NR96+Q99836. AID 504734;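 active = inhibition above the mean over all tested compounds plus 3 SD, cut at about 21% in these data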;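 note: 0% = DMSO only wells and 100% = clavulanate BLA inhibitor control wells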
# MC4R antag cAMP = human MC4R antagonism in cAMP assay; 360,000 compounds, 0.48% hits; P32245; inhibition, % at 6.5 µM; MC4R-expressing cells, MTII-stimulated cAMP, LANCE TR-FRET;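 active = inhibition above its plate's cutoff, the mean of tested wells on that plate plus 3 SD, cut at about 29% in these data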;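 note: 0% = Melanotan II alone and 100% = Melanotan II plus saturating MCL0020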
#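 system = U2OS cells with stable human MC4R expression | also added = Melanotan II challenge after compound preincubation | dosing = one concentration, 6.5 µM nominal | incubation = compound 30 min, challenge 1 h, detection 1 h | measured by = TR-FRET with Eu-cAMP and labeled anti-cAMP, 671 nm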
# ABHD5 PLIN5 PPI = ABHD5-PLIN5 protein interaction inhibition; inhibition, % at 4 µM; Q00G26+Q8WTS1; Split G. princeps luciferase complementation, luminescence, 4 h; 360,000 compounds, 0.78% hits;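 active = inhibition above the mean inhibition across every tested compound plus 3 SD, cut at about 22% in these data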;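 note: 0% = DMSO only wells and the 100% control is not disclosed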
# * hit, by the source's call; · = not tested or not shown. Some of the compounds tested (hit frequency here may not be typical).
# Sequence of screens: LMP1 NFkB inh, MC4R ag barr, SRC1 inh, NOD2 RIPK2 PPI, SRC2 inh, NR5A2 inv ag, NR2F2 inh, SRC3 inh, TLR9-MyD88 inh, MC4R antag cAMP, ABHD5 PLIN5 PPI
> COC(=O)c1onc(-c2c(OC)cc(OC)cc2OC)c1C(=O)OC
  0.0, 2.1, -16.8, 3.6, 16.0, -3.1, -4.3, -2.0, -13.2, 8.8, -1.6
> COc1ccc(N2CCN(C(=O)CCc3ccc(S(=O)(=O)NC(C)C)cc3)CC2)cc1
  1.0, 0.2, -9.7, -6.5, -12.9, -3.3, 2.5, 7.3, 6.6, 21.7, -1.9
> COc1cccc(CC(=O)Nc2ncc(C)s2)c1
  0.5, -1.0, -0.1, 0.5, 17.4, -22.4, 12.4, 8.2, -9.1, -4.4, -2.9
> C[n+]1cn(CC(O)COCc2ccccc2)c2ccccc21 (configuration not stated)
  6.8, -0.1, -0.7, 0.8, 1.9, 5.5, -3.3, -12.4, 2.5, 9.6, 1.9
> COc1cc(S(=O)(=O)NC2CCCC2)ccc1F
  2.2, 1.0, 5.3, -22.5, -0.1, -2.0, -9.9, -14.1, -6.9, -3.0, 1.1
> N#CCc1nn(-c2ccc(F)cc2)c(N)c1C#N
  -1.5, -3.4, 8.1, -0.3, -9.7, -0.2, -4.5, -1.7, 4.2, 5.4, -4.5
> COc1ccc(CN2CCN(Cc3ccc(C)cc3)C(CCO)C2)cc1OC (configuration not stated)
  -0.7, 1.0, 12.3, -4.0, 8.3, 0.2, -0.1, 17.8, 2.4, 16.1, -0.6
> CC(C)Cn1c(N2CCN(C(=O)/C=C/c3ccccc3)CC2)nc2ccccc21
  -0.2, -1.4, -4.8, -2.7, -6.7, 0.7, -16.7, 3.3, -5.0, 9.6, 5.8
> O=C(Nc1ccc(N2CCOCC2)cc1)C1CCN(S(=O)(=O)c2ccc3c(c2)OCCO3)CC1
  2.2, 0.1, 5.8, -21.6, -27.5, 7.1, 7.6, 15.3, -2.7, 0.8, 9.3
> COC(=O)c1c(NC(=O)C2CCCO2)sc2c1CCC2 (configuration not stated)
  -1.3, -0.9, 0.4, 0.9, -6.5, -4.8, 6.0, -19.5, 1.0, 6.4, -1.6
> CCOC(=O)C(Cc1ccc(N)cc1)N1C(=O)c2ccccc2C1=O (configuration not stated)
  3.1, 1.5, 0.9, -0.8, 0.3, -14.1, 4.1, 1.3, -9.3, 4.5, -1.0
> O=C(N/N=C/c1c(Cl)cccc1Cl)c1ccc(F)cc1
  -5.7, -3.6, -16.9, -4.8, -9.7, -38.8, -9.1, -8.3, 0.0, 7.1, 0.1
> Cc1nn(C)c(C(=O)NNC(=S)Nc2ccc(Cl)cc2)c1[N+](=O)[O-]
  3.2, -2.1, -1.7, -2.8, 2.1, 14.0, 6.3, -27.5, -1.2, 7.7, 2.2
> COc1ccc(C(C(=O)NCC2CCCO2)N(C(=O)CNC(=O)c2ccco2)c2cc(C)ccc2C)cc1OC (configuration not stated)
  1.7, -0.4, -1.3, -1.8, -0.8, -9.5, -2.3, 5.0, -8.7, 22.1, -2.8
> CSc1cccc(Nc2ccc(S(=O)(=O)N3CCOCC3)cc2[N+](=O)[O-])c1
  -1.7, -3.3, 0.4, -13.1, 20.6, 0.1, 19.8, -10.3, -4.3, 4.2, 2.1
> O=C(NCc1ccc2c(c1)OCO2)c1c(-c2ccccc2)sc2ccccc12
  -5.4, 21.0*, -24.1, -3.9, -7.0, -47.8, -9.5, -46.5, 0.4, 7.4, -9.3
> COc1ccc2sc(-c3ccccc3OC)c(-c3ccc(OCCN4CCCC4)cc3)c2c1
  -6.5, 3.4, 5.8, 3.7, -21.1, 2.3, 6.0, -16.9, 1.4, 8.6, 25.4*
> O=C(O)COc1c(Cl)cc(/C=C2/NC(=O)NC2=O)cc1Br
  -8.0, 1.7, -1.6, 3.5, 5.0, -2.0, -17.9, 12.7, -3.6, -0.8, -2.1
> Cc1ccc(S(=O)(=O)c2ncccc2[N+](=O)[O-])cc1
  28.9, -2.8, -24.5, 20.6, 8.6, 13.3, -29.9, 11.1, 10.5, 24.7, 42.5*
> COc1ccc(N=C2CCCN2CC(N)=O)cc1
  -4.7, -1.1, -0.7, 0.6, -7.8, -3.9, 1.9, -8.9, -9.1, 1.5, 7.2
> Cc1nn(CC(=O)NCCc2ccc(Cl)cc2Cl)c(C)c1[N+](=O)[O-]
  -5.0, 0.0, -1.6, -2.4, 7.9, 16.0, 10.3, 10.6, -1.2, 1.2, 0.5
> Cc1ccc(SC2=C(C(=O)O)CCCC2)cc1
  -7.6, 2.0, -5.3, -2.6, -12.0, 11.7, -3.1, 8.7, 2.0, 9.5, 4.0
> CCCCC(=O)Nc1ccc(C(=O)Nc2ccc(S(=O)(=O)Nc3ccc(C)cc3)cc2)cc1
  3.0, -2.1, 1.9, -4.5, 8.2, -26.4, 8.7, 15.1, -9.5, 3.5, -2.0
> Fc1cccc2sc(Nc3nc4c(F)cccc4s3)nc12
  -25.1, 5.5, -40.9, -4.6, -37.7, -5.4, -16.6, -39.6, -11.2, 13.0, -1.4
> CC1C(=O)C(C)C(c2ccc3c(c2)OCO3)NC1c1ccc2c(c1)OCO2 (configuration not stated)
  7.6, 5.0, 6.0, 3.4, 19.0, -18.0, -4.1, 10.1, -5.3, 8.4, -6.3
> COc1ccc(C(=O)CSc2nnc(CNc3ccc(C)cc3C)n2Cc2ccco2)cc1
  -9.5, -0.4, -6.2, 4.3, -6.7, -1.1, 20.6, -3.6, -1.5, 2.4, 3.9
> Cc1noc(C)c1C(=O)OCC(=O)N1CCc2ccccc21
  -10.3, -3.7, -15.9, 3.5, 5.1, -1.6, 10.8, -3.5, -19.3, 8.4, 1.2
> CCc1nc(Nc2ccccc2F)c2oc3ccccc3c2n1
  -3.4, 1.2, -23.5, 0.7, -38.9, 15.7, 8.7, -9.8, -4.8, -1.7, 2.8
> O=C(CSc1nncs1)NCCNC(=O)CSc1nncs1
  -1.1, -3.0, 9.3, -13.1, 8.3, -1.0, 12.6, 12.5, -6.1, 2.6, -2.1
> Cc1ccc(/C=N/NC(=O)Cc2cccn2C)cc1
  -9.3, -1.6, -39.8, -7.8, -66.6, -0.7, 0.0, -13.3, 2.7, -1.2, -2.8
> COc1cccc2sc(=NC(=O)CS(=O)(=O)c3ccc(Cl)cc3)n(C)c12
  16.8, -2.8, 17.6, -10.7, 4.9, 17.9, -5.5, -7.0, 3.2, 2.7, 2.4
> COC(=O)C[C@@H]1CC[C@@H](NS(=O)(=O)c2cccc(OC)c2)[C@@H](CO)O1
  ·, ·, ·, -11.6, -35.2, 22.3, -15.3, ·, ·, ·, 4.8
> COc1ccccc1/C=C\C=N\NC(=O)c1ccco1
  -6.1, -0.3, -26.9, 0.4, -10.2, -50.9, -3.9, -13.4, -4.3, -11.4, 4.4
> CCOc1ccc(-c2nnn(CC(=O)NCCc3c[nH]c4ccccc34)n2)cc1
  -0.5, 1.2, 0.3, 6.3, 9.8, 11.8, -1.4, 14.5, -1.1, 7.2, 0.8
> Cc1noc(C)c1S(=O)(=O)N1CCCC(C(=O)N2CCC(C)CC2)C1 (configuration not stated)
  6.5, 2.4, 2.5, -1.3, -31.2, 4.8, -14.3, -42.2, -0.7, -2.0, -6.7
> O=c1oc(-c2cccnc2)nc2ccccc12
  -4.6, 2.2, 9.4, -2.0, -3.5, -22.5, 4.0, -3.6, -3.6, 15.3, 1.1
> CN1CCN(c2ccccc2NC(=O)Cc2ccc(Cl)cc2)CC1
  6.7, 0.1, 13.8, -3.6, ·, 2.1, ·, 7.7, -9.9, 0.2, 2.9
> Cc1cc(C)nc(SCc2nnc(SCc3ccc([N+](=O)[O-])cc3)n2Cc2ccco2)n1
  10.6, -1.9, 4.8, 0.6, 18.3, 1.9, 12.4, 7.6, -1.7, -2.6, 5.0
> COc1ccc(S(=O)(=O)N(C)C[C@H]2Oc3c(NS(=O)(=O)c4cn(C)cn4)cccc3C(=O)N([C@H](C)CO)C[C@@H]2C)cc1
  7.8, 0.4, 5.3, 3.8, -4.6, -6.5, -9.7, 12.7, 8.7, 8.1, 3.1
> CCCS(=O)(=O)N1CCC(C(=O)c2cccc(C(F)(F)F)c2)CC1
  1.6, -2.4, 11.7, -2.5, 13.4, -23.8, 11.9, 6.7, -0.1, 10.2, 4.3
> COc1ccc(C2C3=C(CC(C)(C)CC3=O)Oc3ncn(CC(C)C)c(=N)c32)cc1 (configuration not stated)
  -3.1, -1.8, 0.9, -5.9, 27.8, 20.4, -2.3, 14.2, 1.5, 9.3, 2.4
> COc1cc(NC(=O)CN2C(=O)NC(c3ccccc3)(c3ccccc3)C2=O)c(C)cc1[N+](=O)[O-]
  -4.1, -0.3, 4.7, -1.1, -6.1, 47.0, 0.8, 6.4, 2.2, -3.0, 5.1
> CCCNC(=O)N1CCC(Cc2ccccc2)CC1
  4.1, -0.1, -87.1, 4.4, -7.0, -20.6, 10.0, -10.8, 1.7, 4.7, 7.6
> O=C(CNc1cccc(S(=O)(=O)N2CCOCC2)c1)Nc1ccc(C(F)(F)F)cc1
  5.3, -0.6, 4.7, -2.6, 20.4, 7.5, -8.6, 5.7, 0.5, 9.6, -1.0
> N#Cc1ccccc1NC(=O)CSc1nnc(-c2ccc(F)cc2)n1-c1ccccc1
  -1.4, -0.6, -11.3, -3.6, 6.9, 25.5, -4.5, 1.3, -9.8, -1.1, 14.2
> Cc1ccc(/C=C/C(=O)c2ccc(C)cc2)cc1
  -9.6, -1.9, -41.8, -2.7, -22.4, -35.4, -0.7, -13.5, 2.2, -0.1, 8.0
> Cc1ccc(S(=O)(=O)Nc2c(C)n(C)n(-c3ccccc3)c2=O)cc1C(=O)OC(C)C(=O)N(C)c1ccccc1 (configuration not stated)
  6.7, -0.4, -12.4, 5.8, 7.7, 6.7, -5.1, 5.6, 10.1, -6.4, 1.4
> CCC(Sc1nc(N)c(NC(=O)c2ccc(OC)cc2)c(=O)[nH]1)C(=O)O (configuration not stated)
  -12.5, 1.9, 6.1, -11.1, 1.3, -16.7, -2.8, 10.0, -5.6, -3.9, -4.4
> COc1ccc(C(CCNCc2ccc(N(C)C)cc2)c2ccccc2)cc1 (configuration not stated)
  3.3, 4.9, -26.4, -6.7, 6.3, 16.3, -27.9, 8.2, -4.7, -2.2, 12.3
> O=C(Oc1cc2oc(=O)c3c(c2cc1Cl)CCCC3)c1ccco1
  -1.5, -2.7, -5.0, -4.5, -18.1, 2.7, 7.9, -13.9, 4.1, 4.8, 3.3
> COC(=O)Cc1c(O)ccn(Cc2ccc(F)cc2)c1=O
  -1.2, 1.3, 15.3, 5.0, 19.8, -3.6, 2.6, 30.1, -4.2, -4.7, 7.7
> Cc1ccc(C(=O)Nc2ncccc2C)o1
  -4.9, -2.4, -9.3, -11.9, -1.8, -26.6, 10.7, 7.1, 2.0, 6.6, 6.7
> O=S(=O)(NCCN1CCOCC1)c1ccc2ccccc2c1
  -2.9, -1.2, -5.6, -5.3, 14.0, 11.0, -6.4, 13.6, -7.2, 1.9, 5.8
